# Giardia killer: kills Giardia lamblia. Giardia lamblia trophozoite viability. activity change, % at 7.66 µM, hits read low. hit rate 0.15% among 340,000; in the data active = activity change below about -80%; inconclusive = between about -30% and that limit;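 note: parasites exposed to compound for two days anaerobically before the ATP read; % is set by controls: 0 for no effect and ±100 for the full control effect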
#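 ATP-content bioluminescence gauges trophozoite survival. Cells (100/well) receive compound and incubate anaerobically for 48 hrs at 37 deg C; detection reagent follows for 15-30 min at room temperature.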
# ELG1 genotox: induces genotoxicity in HEK293T cells with luciferase-tagged ELG1; HEK293T ELG1-luciferase reporter, luminescence, 16 h; Potency, µM (doses to about 46 µM), for the others: at the highest dose activity change, positive = activation, actives largely listed as activators; hit rate 1.3% among 330,000; AID 504466; note: potency is the fitted concentration of half-maximal effect; % of control where 0% means no effect; nearly all actives have a fitted effect of over 60% in size
#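 DMSO vehicle served as control against compound-treated ELG1-luciferase HEK293T cells; exposure lasted 16 hr at 37 °C and 5% CO2, followed by ONE-Glo luminescence detection after 30 min.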
# BRCA1 expr act: activators of BRCA1 expression | MCF7-BRCA1-FFLuc reporter, luminescence, 48 h; response scale: scaled: vehicle 0%, 10 µM genistein 100% | Potency, µM (series often up to 46.1 µM), inactives show at the top dose activation, most hits filed as activators | hit rate 1.1% among 380,000; note: potency is the fitted concentration of half-maximal effect; nearly all actives have a fitted effect of over 80% in size; some results filed as inactive show a strong effect at the top dose
#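 MCF7-BRCA1-FFLuc cells, 2000/well in phenol-red-free MEM, attached 2 h then treated 48 h at 37 C. Luciferase luminescence read 15 min after reagent; normalized to genistein maximum activation (10microM) and DMSO, concentration-response fitted.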
# p53 reactivation: mutant p53 re-activation in reporter cells. H1299 p53-A138V BP100-luciferase reporter, luminescence, 24 h. Potency, µM (highest dose often 92.2 µM), inactives show at the highest dose activity change, positive = activation, most hits filed as activators. hit rate 0.063% among 320,000. AID 504706; note: potency is the fitted concentration of half-maximal effect; % of control where 0% means no effect; nearly all actives have a fitted effect of over 45% in size
#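 p53-null H1299 cells stably carrying temperature-sensitive p53-A138V and a BP100-luciferase reporter were pinned with compounds (4-point, 1:5 series) and held 24 hrs at 37 deg C. Luminescence was read 10 min after detection reagent.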
# Numbers without * were called inactive; u = inconclusive. Unless noted, calls come from the whole dose curve; as a rule, active = well fitted activation curve with a large enough effect; inconclusive = small, poorly fitted or top-dose-only effect; inactive = no such curve, though single readings can be large or run the other way.
# Start of the listing, in advance:
compound,Giardia killer,ELG1 genotox,BRCA1 expr act,p53 reactivation
C=CC[C@H](CC(=O)NCCO)C(=O)NC[C@H](OC(=O)[C@@H](CC=C)Cc1ccc(F)cc1)c1ccccc1,8.9,-3.8%,2.4%,-0.6%
Cc1cc(C)cc(OCC(=O)OCC(=O)Nc2cc(S(=O)(=O)N3CCOCC3)ccc2Cl)c1,5.5,1.7%,-18.9%,1.5%
Cc1ccc(OCC(=O)N2CC(C)CC(C)C2)c([N+](=O)[O-])n1 (centres undefined),-14.2,2.6%,-17.2%,3.5%

# Main list (from the top)
compound,Giardia killer,ELG1 genotox,BRCA1 expr act,p53 reactivation
C=CC[C@H](CC(=O)NCCO)C(=O)NC[C@H](OC(=O)[C@@H](CC=C)Cc1ccc(F)cc1)c1ccccc1,8.9,-3.8%,2.4%,-0.6%
Cc1cc(C)cc(OCC(=O)OCC(=O)Nc2cc(S(=O)(=O)N3CCOCC3)ccc2Cl)c1,5.5,1.7%,-18.9%,1.5%
Cc1ccc(OCC(=O)N2CC(C)CC(C)C2)c([N+](=O)[O-])n1 (centres undefined),-14.2,2.6%,-17.2%,3.5%
CCN(C[C@H]1N[C@@](C)(C(=O)OC)[C@H]2C(=O)N(Cc3ccccc3)C(=O)[C@@H]12)C(=O)c1ccc(C)cc1,2.0,-4.3%,5.0%,5.0%
O=C(COc1ncnc2ccccc12)NC1CCCCC1,u,2.3%,8.8%,18.6%
O=C(CSc1nnnn1-c1ccccc1)NCCCN1CCCC1=O,14.9,10.7%,-1.3%,2.3%
COc1ccccc1NCC(=O)NN=C1CCS(=O)(=O)c2ccc(F)cc21,-19.5,0.0%,-40.7%,1.0%
Cc1ccc(NS(=O)(=O)c2ccc(C(C)C)cc2)cc1S(=O)(=O)N1CCOCC1,16.2,-6.0%,-37.0%,-4.5%
C[C@H](NC(=O)c1ccco1)C(=O)N1CCN(c2ccc(C(F)(F)F)cn2)CC1,-9.9,-3.1%,-7.9%,-7.8%
Cc1occc1C(=O)Nc1cccc(S(=O)(=O)N2CCOCC2)c1,-11.8,1.1%,1.3%,-4.5%
C[C@H](CO)N1C[C@H](C)[C@@H](CN(C)Cc2ccc3c(c2)OCO3)Oc2c(NC(=O)C3CC3)cccc2C1=O,3.8,-4.9%,-18.6%,3.3%
COc1ccc(NC(=O)N(C)C[C@H]2Oc3ccc(NS(=O)(=O)c4ccc(F)cc4)cc3C(=O)N([C@H](C)CO)C[C@@H]2C)cc1,u,5.1%,20.5%,-4.5%
Cc1ccsc1CN(C)CC(=O)NCC(=O)Nc1ccc(F)c(F)c1F,21.7,0.2%,1.9%,-8.6%
O=C(COC(=O)CNC(=O)c1cc(Cl)cc([N+](=O)[O-])c1)NC(=O)NCc1ccco1,-9.7,0.3%,-3.4%,-0.2%
NS(=O)(=O)c1ccc(NC(=O)c2ccc(S(=O)(=O)N3CCCCCC3)cc2)cc1,8.2,-0.4%,-42.0%,-4.6%

compound,Giardia killer,ELG1 genotox,BRCA1 expr act,p53 reactivation
C#CCOCCOCCOCCNc1nc(N2CCN(C(=O)[C@H](CCCCN)n3cc(CN)nn3)CC2)nc(N2CCN(C(=O)[C@H](CCCN=C(N)N)n3cc(C(N)[C@H](C)CC)nn3)CC2)n1 (some centres undefined),-7.9,3.4%,7.0%,1.7%
COc1ccc(S(=O)(=O)N2CCCCC2)cc1NC(=O)C1CC(=O)N(Cc2ccco2)C1 (centres undefined),-2.3,5.3%,-21.8%,-6.0%
C=CC[C@@H](CC(=O)N[C@@H](CO)Cc1ccccc1)C(=O)N[C@H](COC(=O)[C@H](CC=C)CC(=O)OC(C)(C)C)Cc1ccccc1,10.3,10.3%,-16.3%,-4.7%
O=C(CCNC(=O)c1ccco1)NCCc1c[nH]c2ccccc12,-26.2,-1.6%,-15.7%,-4.3%
Cc1ccc([C@H]2C(C(=O)O)=CC[C@@H](c3ccc4c(c3)OCO4)N2S(=O)(=O)c2ccc(C)cc2)cc1,-20.7,2.3%,0.8%,11.2%
NC(=O)c1ccc(NC(=O)COC(=O)c2cc3ccccc3cc2O)cc1,5.0,7.4%,-14.1%,8.8%
COc1ccc(C(=O)NCC(=O)OCC(=O)N2CC(C)OC(C)C2)cc1OC (centres undefined),-7.1,3.1%,2.7%,3.8%
CCCCN(C(=O)C1CC(=O)N(c2ccc3c(c2)OCCO3)C1)c1c(N)n(CCC)c(=O)[nH]c1=O (centres undefined),4.1,3.2%,-4.1%,3.7%
COc1ccccc1CNC(=O)COC(=O)c1cc(C)nc2ccccc12,-4.0,0.0%,-12.0%,-7.0%
C[C@H](NS(=O)(=O)c1ccc(F)cc1)C(=O)OCC(=O)c1c(N)n(C)c(=O)n(C)c1=O,2.2,-1.9%,8.4%,2.3%
O=C(Nc1cc(S(=O)(=O)N2CCOCC2)ccc1Cl)c1cc([N+](=O)[O-])ccc1Cl,14.7,-4.9%,-85.6%,-26.0%
CCC(CO)Oc1cc(NCc2cccc(F)c2)c2ncn(C(C)C)c2c1 (centres undefined),-21.6,1.6%,6.6%,-5.0%
CC(OC(=O)c1ccc([N+](=O)[O-])cc1)C(=O)NCC1CCCCC1 (centres undefined),-11.9,-1.5%,-18.0%,-5.5%
Nc1ccccc1C(=O)N1O[C@@H]2C=C[C@H]1CC2,-6.0,5.1%,-9.9%,-2.1%
Cn1c(N)c(C(=O)COC(=O)c2cccc(S(=O)(=O)N3CCOCC3)c2)c(=O)n(C)c1=O,-9.1,1.8%,-16.7%,3.9%

compound,Giardia killer,ELG1 genotox,BRCA1 expr act,p53 reactivation
O=C(COC(=O)c1cc(S(=O)(=O)N2CCCCC2)ccc1Cl)NC1CCS(=O)(=O)C1 (centres undefined),6.9,1.8%,2.1%,4.8%
CC(C)(O)C1CC[C@@](C)([C@@H]2CC[C@]3(C)[C@H]2[C@H](O)CC2[C@@]4(C)CCC(O)C(C)(C)C4C(OC4OC(CO)C(O)C(O)C4O[C@@H]4OCC(O)C(O)C4O)C[C@]23C)O1 (some centres undefined),4.1,2.8%,-7.7%,1.2%
O=C1N[C@@H](Cc2c[nH]c3ccccc23)COC(=O)[C@@H](Cc2ccc(F)cc2)C/C=C\C[C@H]1CC(=O)N(CCO)Cc1ccccc1,-15.9,-11.4%,-64.0%,2.3%
O=C(OCC(=O)c1ccc(Cl)s1)c1cncc(Br)c1,-4.5,-0.7%,28.1%,-1.2%
NS(=O)(=O)c1cccc(NC(=O)COC(=O)CSCc2ccccc2)c1,4.1,0.6%,13.8%,4.7%
O=C(COC(=O)c1ccc(Br)o1)NCc1ccccc1Cl,-7.7,1.0%,13.0%,1.1%
CC[C@@H]1C=C(C(=O)O)[C@H](c2ccc(F)cc2)N1S(=O)(=O)c1ccc(C)cc1,-0.9,-0.6%,-0.1%,2.1%
CCN(C[C@H]1N[C@@](Cc2ccccc2)(C(=O)OC)[C@H]2C(=O)N(C)C(=O)[C@@H]12)C(=O)c1ccc(C)cc1,0.4,0.4%,7.8%,3.4%
Cc1ccc(S(=O)(=O)N2[C@@H](c3ccc(Br)cc3)C(C(=O)O)=C[C@H]2CC2CCCC2)cc1,-29.1,0.4%,8.7%,-5.4%
CC(=O)Nc1ccc(S(=O)(=O)N2CCSc3ccccc32)cc1,16.9,1.4%,-84.8%,4.0%
CN(Cc1ccccc1)C(=O)COC(=O)c1ccc(Br)c(S(=O)(=O)N2CCOCC2)c1,4.2,0.3%,-28.5%,3.1%
COC(=O)[C@@]1(Cc2ccccc2)[C@H]2C(=O)N(Cc3ccccc3)C(=O)[C@H]2[C@H]2CN=C(SCc3ccc(C)cc3)N21,u,-6.5%,-8.4%,1.3%
O=C(NCC(c1ccc(F)cc1)N1CCOCC1)c1ccc(-c2ccccc2)cc1 (centres undefined),-3.0,-6.5%,-31.5%,0.5%
O=C(NN=Cc1cccc([N+](=O)[O-])c1)c1cc(-c2cccnc2)nc2ccccc12,24.0,0.1%,-34.4%,0.1%
C/C=C(/C)C(=O)O[C@@H]1c2c(ccc3ccc(=O)oc23)OC(C)(C)[C@@H]1OC(C)=O,5.0,1.7%,-4.5%,-1.7%

# Entries of single compounds, looked up by structure:
# O=C(OCC(=O)c1ccc(Cl)s1)c1cncc(Br)c1 as listed: Giardia killer: -4.5; ELG1 genotox: -0.7%; BRCA1 expr act: 28.1%; p53 reactivation: -1.2%
# NS(=O)(=O)c1cccc(NC(=O)COC(=O)CSCc2ccccc2)c1 as listed: Giardia killer: 4.1; ELG1 genotox: 0.6%; BRCA1 expr act: 13.8%; p53 reactivation: 4.7%
# O=C(NN=Cc1cccc([N+](=O)[O-])c1)c1cc(-c2cccnc2)nc2ccccc12 as listed: Giardia killer: 24.0; ELG1 genotox: 0.1%; BRCA1 expr act: -34.4%; p53 reactivation: 0.1%

# New compounds follow:
compound,Giardia killer,ELG1 genotox,BRCA1 expr act,p53 reactivation
CCCCNc1c(-c2ccc(OC)c(SC(C)CC)c2)nc2cc(C)ccn12 (centres undefined),7.1,-6.0%,-77.6%,6.7%
Cc1nc(SCc2nc3ccccc3[nH]2)c2oc3ccc(Br)cc3c2n1,19.0,-3.8%,-65.6%,5.1%
CN(C)CCCNC(=O)C[C@H]1C[C@H](C(=O)N2CCCCC2)[C@@]2(CCc3ccccc3)c3[nH]c4cc(-c5ccco5)ccc4c3CCN2C1=O,-12.9,-2.8%,-17.9%,-1.0%
N#Cc1cc([N+](=O)[O-])ccc1NC(=O)CSc1n[nH]c(=O)[nH]c1=O,12.7,0.7%,-8.2%,-0.9%
COc1cc2c(cc1OC)CN(C(=O)CSc1ccccc1C)CC2,-12.3,-0.9%,31.4%,6.9%
CC(C)(C)NC(=O)C[C@H]1C[C@H](C(=O)N2CCOCC2)[C@@]2(C)c3[nH]c4cc(-c5ccco5)ccc4c3CCN2C1=O,18.0,-0.8%,-8.8%,-4.6%
CCN(Cc1ccncc1)C(=O)c1cccc(S(=O)(=O)N2CCCCC2)c1,-14.5,0.4%,-0.9%,5.3%
O=S(=O)(c1ccc(Cl)nc1)N1CCC(Cc2ccccc2)CC1,29.3,-1.2%,-2.4%,-4.1%
CCC(CO)Oc1cc(NC(=O)c2cccc3ccccc23)c2ncn(C(C)C)c2c1 (centres undefined),-4.6,-6.3%,-39.5%,-10.2%
CCCn1c(SCC(=O)N2CCc3ccccc32)n[nH]c1=O,11.0,8.8%,29.6%,10.8%
CC[C@@]1(C(=O)OC)N[C@H](CN(C)S(=O)(=O)c2ccccc2)[C@@H]2C(=O)N(Cc3ccccc3)C(=O)[C@@H]21,-5.4,-0.4%,11.3%,-5.3%
O=C(Nc1ccc(Cl)c(S(=O)(=O)N2CCOCC2)c1)c1cccs1,1.3,-7.1%,-35.4%,-9.2%
Cc1ccc(S(=O)(=O)N(C)C)cc1NC(=O)C(C)OC(=O)c1cc[n+]([O-])cc1 (centres undefined),12.4,0.5%,-10.9%,7.0%

# Some of the entries above, set out differently:
# Order of results: Giardia killer | ELG1 genotox | BRCA1 expr act | p53 reactivation
- COc1cc2c(cc1OC)CN(C(=O)CSc1ccccc1C)CC2
→ -12.3 | -0.9% | 31.4% | 6.9%
- CC(C)(C)NC(=O)C[C@H]1C[C@H](C(=O)N2CCOCC2)[C@@]2(C)c3[nH]c4cc(-c5ccco5)ccc4c3CCN2C1=O
→ 18.0 | -0.8% | -8.8% | -4.6%

# Some of the compounds tested; count on the stated rates, not on these rows.
